JMJD2A Tudor – JMJD2A Tudor domain (human) inhibition. O75164. AlphaScreen JMJD2A-Tudor / H3K4me3 peptide binding. Potency, µM (highest dose often 114 µM), for inactives: at the highest dose activity change, negative = inhibition, most hits filed as inhibitors. 4.4% of 390,000 active; further: on the % scale 0 is the no-effect control and ±100 the full control effect; nearly all actives have a fitted effect of over 50% in size
Target sequence (O75164 whole entry, looked up, the tested form may be a part): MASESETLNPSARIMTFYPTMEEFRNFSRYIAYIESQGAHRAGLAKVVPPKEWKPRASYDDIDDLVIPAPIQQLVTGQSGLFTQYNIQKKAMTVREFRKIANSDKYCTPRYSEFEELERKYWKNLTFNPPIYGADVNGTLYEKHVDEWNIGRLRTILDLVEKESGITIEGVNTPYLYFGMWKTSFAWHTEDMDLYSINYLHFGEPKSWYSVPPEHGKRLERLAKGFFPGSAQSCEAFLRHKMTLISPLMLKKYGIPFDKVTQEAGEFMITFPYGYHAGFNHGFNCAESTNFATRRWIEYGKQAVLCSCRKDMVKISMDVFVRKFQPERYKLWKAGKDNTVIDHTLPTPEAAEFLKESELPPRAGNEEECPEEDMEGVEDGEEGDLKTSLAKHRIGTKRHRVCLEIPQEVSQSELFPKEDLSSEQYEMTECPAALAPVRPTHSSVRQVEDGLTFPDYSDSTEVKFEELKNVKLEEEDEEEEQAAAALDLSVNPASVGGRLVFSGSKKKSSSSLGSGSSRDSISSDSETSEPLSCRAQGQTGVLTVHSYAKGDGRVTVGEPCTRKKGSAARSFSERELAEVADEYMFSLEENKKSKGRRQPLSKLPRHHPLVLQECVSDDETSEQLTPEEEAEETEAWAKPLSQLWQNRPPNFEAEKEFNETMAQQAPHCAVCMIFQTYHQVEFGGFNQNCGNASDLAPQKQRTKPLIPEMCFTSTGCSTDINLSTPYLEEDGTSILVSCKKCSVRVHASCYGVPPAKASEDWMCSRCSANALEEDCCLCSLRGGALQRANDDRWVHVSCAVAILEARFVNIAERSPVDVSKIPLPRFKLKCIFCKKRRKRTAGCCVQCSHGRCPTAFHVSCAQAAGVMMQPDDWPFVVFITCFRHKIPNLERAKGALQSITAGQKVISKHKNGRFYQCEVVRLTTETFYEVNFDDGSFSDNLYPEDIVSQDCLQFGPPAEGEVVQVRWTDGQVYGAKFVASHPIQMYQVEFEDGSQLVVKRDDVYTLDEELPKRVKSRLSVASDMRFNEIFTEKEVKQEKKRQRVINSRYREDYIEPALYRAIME
BAZ2B inh – inhibitors of human BAZ2B bromodomain; Q9UIF8; AID 504333; AlphaScreen BAZ2B-H3K14Ac peptide displacement; Potency, µM (series often up to 114 µM), inactives show at the top dose activity change, negative = inhibition, usual class: inhibitors; 4.4% of 360,000 active; further: on the % scale 0 is the no-effect control and ±100 the full control effect; nearly all actives have a fitted effect of over 60% in size
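AlphaScreen displacement of biotin-H3(5-23)K14Ac peptide (50 nM final) from BAZ2B (50 nM final) in PBS pH 7.4, 0.01% Tween-20; complex preformed 30 min RT, then compounds (top 110 uM) 30 min RT, beads 20 min dark.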
G9a block – inhibitors of human histone lysine methyltransferase G9a | Potency, µM (titrated, usually from 102 µM), for inactives: at the top dose activity, negative = inhibition, usual class: inhibitors | 8.8% of 350,000 active | AID 504332 | Q96KQ7 | G9a H3K9 monomethylation, AlphaScreen, 2 h; further: on the % scale 0 is the no-effect control and ±100 the full control effect; nearly all actives have a fitted effect of over 75% in size
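Readings reflect AlphaScreen signal from monomethyl-H3K9 antibody detection. HMT at 20 nM; substrate b-H3K9 500 nM; cofactor SAM 20 uM; 2 h RT reaction; compounds tested as titrations in qHTS with 15 min preincubation.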
BLM inh – Bloom syndrome helicase (human) inhibition | P54132 | recombinant BLM DNA unwinding, fluorescence dequenching | Potency, µM (top dose mostly 56.1 µM), inactives show at the top dose activity change, negative = inhibition, hits mostly inhibitors | 0.2% of 350,000 active | AID 2528;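 further: plate controls were vehicle for no effect and no enzyme for full effect; nearly all actives have a fitted effect of over 35% in size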
Pol kappa inh – inhibitors of human DNA polymerase kappa; Q9UBT6; purified Pol kappa, fluorescent DNA synthesis assay, 10 min; Potency, µM (series often up to 107 µM), without a hit: at the top dose activity, negative = inhibition, most hits filed as inhibitors; 0.53% of 400,000 active; further: on the % scale 0 is the no-effect control and ±100 the full control effect
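10 nM Pol kappa preincubated 15 min at room temperature with compounds, then reaction started with substrate at 50 nM final. Fluorescence read kinetically at 0 and 10 min; buffer-only wells served as negative control.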
APEX1 inh – APE1 (human) endonuclease inhibition. P27695. recombinant APE1, TAMRA/BHQ-2 abasic DNA cleavage fluorescence. Potency, µM (doses to about 65.8 µM), inactives show top-dose activity change, negative = inhibition, usual class: inhibitors. 0.35% of 350,000 active. AID 2517;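 further: plate controls were vehicle for no effect and reference inhibitor for full effect; nearly all actives have a fitted effect of over 55% in size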
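Enzyme (0.75 nM final) and test compound are incubated 15 min at room temperature before adding 50 nM quenched THF abasic-site duplex. Cleavage dequenches TAMRA, followed at 525/598 nm over three reads one minute apart.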
Pol iota inh – blocks human DNA polymerase iota activity. Pol iota fluorescent replication assay, 10 min. Potency, µM (highest dose often 115 µM), without a hit: at the highest dose activity, negative = inhibition, hits mostly inhibitors. 1% of 390,000 active. AID 588590
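Fluorescent replication assay read twice, at 0 min and 10 min after adding 50 nM (final) substrate. Enzyme (10 nM) and compounds were first incubated 15 min at room temperature; enzyme-free buffer wells were negative controls.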
Pol beta inh – inhibitors of human DNA polymerase beta | Pol beta primer extension/strand displacement, fluorescence kinetic | Potency, µM (top dose mostly 114 µM), without a hit: top-dose activity change, negative = inhibition, most hits filed as inhibitors | 1.3% of 340,000 active | P06746 | AID 485314; further: on the % scale 0 is the no-effect control and ±100 the full control effect
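Curves were derived by four-parameter Hill fits of normalized qHTS data. The kinetic fluorescent primer-extension read was taken at 0 and 10 min after 50 nM substrate, following a 15 min room-temperature preincubation of 10 nM enzyme with compounds.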
POLH inh – blocks human DNA polymerase eta activity; recombinant Pol eta, fluorescent DNA replication assay; Potency, µM (highest dose often 114 µM), for the others: at the highest dose activity change, negative = inhibition, usual class: inhibitors; 1.2% of 390,000 active; further: on the % scale 0 is the no-effect control and ±100 the full control effect
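Pol eta (10 nM) was preincubated with compounds for 15 min at room temperature, after which fluorescent replication substrate (50 nM final) was added to start the reaction. Fluorescence was read kinetically at 0 and 10 min.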
The depositor's hits bear a star; ? = inconclusive; nt = no result given; & = joins results of further samples; [ ] = dose if it differs, or a comment. The call rests on the fitted dose curve; in most records, active means well fitted curve in the direction sought with a large enough effect; inconclusive means small, poorly fitted or top-dose-only effect, or another doubt; inactive means no such curve, though single readings can be large; an effect the other way counts as inactive or inconclusive. Potency means the concentration at half of the fitted maximal effect. Not all compounds are listed; the hit share may differ from the screen's.

The opening 3 entries (preview)
SMILES	JMJD2A Tudor	BAZ2B inh	G9a block	BLM inh	Pol kappa inh	APEX1 inh	Pol iota inh	Pol beta inh	POLH inh
Cn1c2ccccc2c(=O)c2c(=O)n(-c3ccc(F)cc3)c(C3CCCCC3)nc21	-9.6%[11.4 µM]	nt	nt	nt	5.5%	nt	23.2%	nt	17.9%
NS(=O)(=O)c1ccc(NC(=O)COC(=O)c2cc([N+](=O)[O-])ccc2Cl)cc1	-1.4%	-11.8%	-2.9%	-4.7%	-11.8%	0.5%	67.3%[activator]	12.7%	-18.1%
COc1cccc(N2CC(C(=O)N3CCC4(CC3)CC(=O)c3ccccc3O4)CC2=O)c1 (configuration not stated)	-4.1%	-7.3%	-15.4%	nt	-11.7%	-2.7%	16.6%	nt	-7.3%

All compounds of this part, previewed entries included:
SMILES	JMJD2A Tudor	BAZ2B inh	G9a block	BLM inh	Pol kappa inh	APEX1 inh	Pol iota inh	Pol beta inh	POLH inh
Cn1c2ccccc2c(=O)c2c(=O)n(-c3ccc(F)cc3)c(C3CCCCC3)nc21	-9.6%[11.4 µM]	nt	nt	nt	5.5%	nt	23.2%	nt	17.9%
NS(=O)(=O)c1ccc(NC(=O)COC(=O)c2cc([N+](=O)[O-])ccc2Cl)cc1	-1.4%	-11.8%	-2.9%	-4.7%	-11.8%	0.5%	67.3%[activator]	12.7%	-18.1%
COc1cccc(N2CC(C(=O)N3CCC4(CC3)CC(=O)c3ccccc3O4)CC2=O)c1 (configuration not stated)	-4.1%	-7.3%	-15.4%	nt	-11.7%	-2.7%	16.6%	nt	-7.3%
CCSc1oc(-c2ccco2)nc1S(=O)(=O)c1ccc(F)cc1	-14.7%	3.2%	3.98µM*	-8.4%	-24.8%	-5.6%	0.5%	?	-10.8%
CCOc1ncccc1C(=O)N1CCN(S(=O)(=O)c2ccc(Br)cc2Cl)CC1	-13.9%	nt	-3.7%	0.4%	3.3%	-6.4%	115.1%[activator]	2.8%	-17.5%
Cc1ccc(CCNC(=O)CCCn2c(=O)c3cccn3c3ccc(F)cc32)cc1	-15.8%	-21.0%	-0.2%[59 µM]	-2.4%	-6.6%	nt	10.1%	25.2%	-10.2%
OCCN1CCN(c2nc(-c3ccccc3)c3cc(Cl)ccc3n2)CC1	?	-2.6%	4.4%[59 µM]	3.0%	-13.9%	1.9%	-7.1%	18.3%	?
CN(CCC#N)C(=O)COC(=O)c1ccc2c(=O)n3c(nc2c1)CCC3	-17.4%	-2.1%	10.0%	1.1%	2.5%	-1.5%	7.7%	2.9%	-17.4%
C#Cc1ccc([C@H]2C=C(C(=O)OCC=C)O[C@@H](OCc3ccc(CO)cc3)C2)cc1	?	nt	nt	nt	?	nt	?	nt	28.2µM*
Nc1n[nH]c2ccccc12	-13.0%	-3.8%	0.0%	2.9%	-2.2%[60.1 µM]	-2.6%	2.4%	3.3%	1.7%
CC(C)C[C@H](NC(=O)c1[nH]cnc1C(=O)N[C@H](C)c1ccccc1)C(=O)OC(C)(C)C	?	-3.4%	8.8%[12.7 µM]	-18.3%	-13.5%	2.4%	?	?	-28.7%
COc1cc(C(CCN2CCN(c3ccccc3)CC2)c2c(OC)cc(OC)c3ccc(=O)oc23)cc(OC)c1OC (configuration not stated)	?	?	?	-3.2%&-6.4%	-25.1%&11.8%	-4.0%&-1.7%	42.1%[activator]	-0.6%	-12.7%
Cc1ccc(N(CCC#N)C(=O)CSc2ccc3c(c2)OCCO3)cc1	-5.8%	-0.4%	42.0%[12.7 µM]	-6.1%	-12.1%	10.0%	1.3%	0.1%	-5.5%
CCCC(=O)c1ccc(-c2ccccc2)cc1	20.2%	24.3%	17.4%	-5.8%	-2.5%	-3.1%	-0.6%	-19.5%	4.2%
CN1CCN(NC(=O)c2cc(-c3cccc(Cl)c3)nc3ccccc23)CC1	-17.5%	-18.2%	?	40.4%[activator]	-0.5%	-4.8%	181.2%[activator]	-18.7%	-18.1%
O=C(CN1C(=O)NC2(CCCC2)C1=O)c1ccc(Cl)s1	-7.9%	-1.9%	79.4µM*	nt	3.7%	30.2%	-15.7%	nt	-21.0%
COc1cc(OC)cc(C(=O)Nc2cc(C)on2)c1	-12.2%	8.3%	67.6%[activator]	2.0%	-13.5%	22.0%	1.8%	22.1%	-19.5%
Cc1ccc(C(=O)Nc2sc(C)c(-c3ccccc3)c2C(N)=O)cc1[N+](=O)[O-]	?	3.9%	39.8µM*	-4.9%	-0.5%	8.7%	2.6%	12.6%	3.6%
CC(=O)c1c(C)[nH]c(C(=O)Nc2ccccc2N2CCOCC2)c1C	-13.3%	-11.7%	?	-0.2%	-2.2%	-3.2%	92.2%[activator]	35.6%	13.5%
CSCCC(NC(=O)c1ccc(Cl)cc1)C(=O)OCC(=O)Nc1cc(Cl)ccc1C (configuration not stated)	-5.6%	-11.6%	-6.6%[59 µM]	-6.6%	-12.2%	-5.3%	-9.3%	13.3%	-15.0%
CCCCN(C(=O)C1CCC1)c1c(N)n(CC(C)C)c(=O)[nH]c1=O	-16.6%	7.7%	-38.0%	nt	-13.0%	17.0%	24.5%	nt	-6.8%
CC1=C(c2ccc(C)cc2)S(=O)(=O)N(CC(=O)O)C1=O	0.0%	-5.2%	-5.6%[59 µM]	1.4%	0.8%	-2.1%	-5.1%[58.9 µM]	2.2%	-5.6%
O=C(Cn1c(=O)oc2cc(S(=O)(=O)N3CCCC3)ccc21)N1CCN(C2CCCCC2)CC1	-6.2%	8.4%	-5.4%	-1.9%	5.1%	1.2%	7.4%	19.1%	-25.2%
Cc1ccc(Cl)cc1NC(c1ccc(F)cc1)c1nnc(-c2ccccc2)o1 (configuration not stated)	8.0%	-15.5%	32.8%[59 µM]	0.1%	0.0%	nt	3.9%	26.2%	-13.6%

Full records as entered above.
Profile of `OCCN1CCN(c2nc(-c3ccccc3)c3cc(Cl)ccc3n2)CC1` → JMJD2A Tudor: ?; BAZ2B inh: -2.6%; G9a block: 4.4%[59 µM]; BLM inh: 3.0%; Pol kappa inh: -13.9%; APEX1 inh: 1.9%; Pol iota inh: -7.1%; Pol beta inh: 18.3%; POLH inh: ?
Profile of `COc1cc(C(CCN2CCN(c3ccccc3)CC2)c2c(OC)cc(OC)c3ccc(=O)oc23)cc(OC)c1OC` (configuration not stated) → JMJD2A Tudor: ?; BAZ2B inh: ?; G9a block: ?; BLM inh: -3.2%&-6.4%; Pol kappa inh: -25.1%&11.8%; APEX1 inh: -4.0%&-1.7%; Pol iota inh: 42.1%[activator]; Pol beta inh: -0.6%; POLH inh: -12.7%

(more compounds)
SMILES	JMJD2A Tudor	BAZ2B inh	G9a block	BLM inh	Pol kappa inh	APEX1 inh	Pol iota inh	Pol beta inh	POLH inh
Cc1ccc(NC2=NC(c3ccccc3)n3c(nc(C)cc3=O)N2)c(C)c1 (configuration not stated)	-7.2%	-1.7%	66.7%[activator][59 µM]	-2.9%	6.0%	4.0%	1.5%	33.8%	-10.1%
CC(C)c1ccc(N2C(=O)CC(Sc3ncn[nH]3)C2=O)cc1 (configuration not stated)	7.08µM*	4.8%	1.26µM*	0.1%	6.0%	18.2%	13.2%	4.0%	-16.3%
COc1ccc(-c2cc(CCCC(=O)NCCc3cc(OC)ccc3OC)no2)cc1	-30.6%	-35.7%	-3.0%[59 µM]	-2.6%	-9.3%	0.1%	12.5%	-0.2%	-15.7%
Cc1cc(C=C2C(=O)c3ccccc3C2=O)c(C)n1-c1ccc(Cl)cc1	-10.4%	-24.7%	-12.6%[59 µM]	-5.3%	-8.9%	1.3%	4.9%	3.4%	-12.0%
Cc1c(NC(=O)c2ccc(F)cc2)c(=O)n(-c2ccccc2)n1C	-20.7%	7.7%	?	1.8%	-12.7%	5.9%	13.8%	15.6%	-13.0%
CCOc1ccccc1N(C)C(=O)C1CCN(S(=O)(=O)c2cccc3nonc23)CC1	-4.1%	-28.6%	?	-1.7%	-5.2%	-2.5%	-19.2%	?	-10.0%
CCOc1ccc(CN2CCN(S(=O)(=O)c3ccc(NC(C)=O)cc3)CC2)cc1OC	22.4µM*	50.1µM*	6.31µM*	1.2%	-2.6%[60.1 µM]	-11.3%	-3.6%	1.6%	-4.5%
Cc1cc(NC(=O)CSc2nnc(-c3ccccc3Cl)o2)no1	-27.8%	-3.3%	11.0%	-3.8%	-7.3%	11.2%	43.8%[activator]	9.7%	-11.3%
CCN=C1S/C(=C\c2ccc(N3CCOCC3)cc2C)C(=O)N1CC	-12.5%	-12.4%	-0.9%[59 µM]	-0.8%	-11.1%	16.4%	-4.3%	30.2%	-8.7%
C/C=C/c1ccc(OCC(=O)NNC(=O)CN(C)S(=O)(=O)c2ccc(C)cc2)c(OC)c1	-24.8%	nt	nt	nt	5.0%	1.2%	15.4%	nt	0.4%
CCOC(=O)N1CCN(C(=O)CCc2c(C)nc3nc(C)nn3c2C)CC1	-7.3%	-2.0%	3.4%	1.5%	-9.3%	-5.6%	5.8%	44.4%	-3.4%
CC(=O)Nc1ccc(S(=O)(=O)NC2(C(F)(F)F)NC(=O)N(c3ccc(Cl)cc3)C2=O)cc1 (configuration not stated)	0.7%&-8.3%	-5.8%&7.7%	0.6%[59 µM]	-1.8%&0.7%	2.6%&-16.7%	-1.4%	18.8%&-13.2%	1.1%&27.5%	-7.9%&-6.6%
C=C1CCC[C@]2(C)C[C@H]3OC(=O)C(CN4CCOCC4)[C@H]3C[C@@H]12 (some centres not stated)	-20.7%	-1.6%	1.1%	-1.8%	-3.0%	48.4%[activator]	18.5%	8.7%	2.2%
CCOc1cc(NC(=S)Nc2cccc(OC)c2)c(OCC)cc1NC(=O)c1ccc(C)cc1	?	?	4.4%	-5.3%	-25.0%	0.8%	3.2%	0.6%	-19.7%
O=C(COC(=O)CCC(=O)N1CCOCC1)Nc1ccc(Br)cc1Br	-6.2%	nt	nt	nt	-11.4%	56.4%[activator]	108.0%[activator]	nt	8.5%
COc1c(Cl)cc(Cl)cc1C(=O)Nc1ccccc1N1CCN(C(C)=O)CC1	-17.9%	nt	nt	nt	-3.9%	nt	21.9%	nt	-14.3%
Cc1ccc(-c2nnn(CC(=O)N3C(C)CCCC3C)n2)cc1 (configuration not stated)	-3.6%	0.9%	8.8%	-5.7%	-2.7%	7.1%	147.3%[activator]	35.7%	-5.4%
CC(NC(=O)Cc1ccc(S(=O)(=O)N2CCOCC2)s1)c1ccc(Cl)cc1Cl (configuration not stated)	-14.4%	nt	nt	nt	-1.2%	nt	16.8%	nt	-21.4%
